# PGK inhibitor = blocks T. brucei phosphoglycerate kinase; PGK/GAPDH coupled, Kinase-Glo luminescence, 60 min; Potency, µM (titrated, usually from 57.5 µM), inactives show at the top dose activity change, negative = inhibition, hits mostly inhibitors; 380,000 tested, 0.043% active; AID 602233; further: on the % scale 0 is the no-effect control and ±100 the full control effect; nearly all actives have a fitted effect of over 60% in size
#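 Luminescent ATP detection (Kinase-Glo Plus) follows a 60-minute room-temperature incubation, with wells lacking PGK as controls. Buffer: 100 mM TEA (pH 7.6), 5 mM MgCl2, 0.01% Tween-20. Coupling enzyme GAPDH (100 nM final) supplies unstable 1,3-BPG in-well.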
# ERG-DNA inh = blocks human ERG Ets domain binding to DNA; fluorescence polarization, His-ERG Ets domain / labelled DNA; P11308; Potency, µM (highest dose often 76.9 µM), without a hit: at the highest dose FP activity, negative = inhibition, usual class: inhibitors; 370,000 tested, 0.028% active; AID 624246; active means well fitted inhibition curve with a large enough effect in the polarisation, with a control signal flat; inconclusive means small, poorly fitted or top-dose-only effect, or effect the other way, or a change in a side signal; inactive means no such curve, though single readings can be large or run the other way; the % refers to the polarisation;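 further: polarization taken with two DNA probes labelled with fluorescein and Texas red; % of control where 0% means no effect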
# Target sequence (P11308 whole entry, looked up, the tested form may be a part): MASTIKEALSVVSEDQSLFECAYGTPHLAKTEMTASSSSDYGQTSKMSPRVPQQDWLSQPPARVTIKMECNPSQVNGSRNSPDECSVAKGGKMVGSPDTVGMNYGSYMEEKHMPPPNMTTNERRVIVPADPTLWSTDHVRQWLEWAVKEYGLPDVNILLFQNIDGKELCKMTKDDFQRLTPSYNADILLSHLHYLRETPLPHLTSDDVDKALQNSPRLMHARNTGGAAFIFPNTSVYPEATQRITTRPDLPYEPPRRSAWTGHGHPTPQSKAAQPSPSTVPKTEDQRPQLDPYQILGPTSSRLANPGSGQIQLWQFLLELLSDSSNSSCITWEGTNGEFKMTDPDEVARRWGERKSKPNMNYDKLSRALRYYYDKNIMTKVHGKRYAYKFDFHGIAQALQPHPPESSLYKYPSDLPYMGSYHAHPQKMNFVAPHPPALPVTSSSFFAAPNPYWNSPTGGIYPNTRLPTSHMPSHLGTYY
#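 His-tagged ERG Ets domain (1 uM in the protein solution; 300mM KCl, 50mM Tris-HCl, 1mM EDTA, 1mM DTT, pH 7.5) received compound, then a probe mix of 5 nM fluorescein-DNA and 100nM Texas-615-DNA. Fluorescence polarization was read for both dyes.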
# JMJD2A Tudor = JMJD2A Tudor domain (human) inhibition. 390,000 tested, 4.4% active. Potency, µM (highest dose often 114 µM), for the others: top-dose activity change, negative = inhibition, most hits filed as inhibitors. AlphaScreen JMJD2A-Tudor / H3K4me3 peptide binding; further: on the % scale 0 is the no-effect control and ±100 the full control effect; nearly all actives have a fitted effect of over 50% in size
# Pin1 inh = blocks the human prolyl isomerase Pin1 | Q13526 | Pin1 FP peptide displacement, HiFluor488, 10 min | Potency, µM (doses to about 115 µM), for the others: top-dose activity, negative = inhibition, hits mostly inhibitors | 390,000 tested, 0.009% active | AID 504891; active means well fitted inhibition curve with a large enough effect in the polarisation, with a control signal flat, not every such curve was filed as active; inconclusive means small, poorly fitted or top-dose-only effect, or effect the other way, or a change in a side signal; inactive means no such curve, though single readings can be large or run the other way; the % refers to the polarisation; further: on the % scale 0 is the no-effect control and ±100 the full control effect
# Target sequence (Q13526 whole entry, looked up): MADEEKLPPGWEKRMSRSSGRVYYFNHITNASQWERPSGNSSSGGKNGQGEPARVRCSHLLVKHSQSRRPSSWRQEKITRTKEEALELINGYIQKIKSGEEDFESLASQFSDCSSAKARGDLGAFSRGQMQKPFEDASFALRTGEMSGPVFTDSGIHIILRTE
# RGS4 inhibitor = blocks human RGS4-accelerated GTP hydrolysis | P49798 | Transcreener GDP fluorescence polarization, RGS4-accelerated GTP hydrolysis | Potency, µM (series often up to 114 µM), for inactives: top-dose activity change, negative = inhibition, usual class: inhibitors | 390,000 tested, 0.039% active | AID 504845; further: on the % scale 0 is the no-effect control and ±100 the full control effect; nearly all actives have a fitted effect of over 75% in size; some results filed as inactive show a strong effect at the top dose
# Target sequence (P49798 whole entry, looked up): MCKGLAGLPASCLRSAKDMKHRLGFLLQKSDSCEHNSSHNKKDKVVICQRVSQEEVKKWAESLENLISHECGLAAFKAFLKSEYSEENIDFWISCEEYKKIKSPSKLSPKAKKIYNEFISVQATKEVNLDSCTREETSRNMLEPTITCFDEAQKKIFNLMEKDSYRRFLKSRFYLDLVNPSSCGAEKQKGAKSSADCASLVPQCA
#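 MLSMR compounds (23 nl, pin-transferred) preincubated 10 min at room temperature with a 500nM (2x) first reagent, then RGS4 at 900nM (2x) plus Transcreener GDP mix added; fluorescence polarization (620/688 nm) read before and after 90 min at 30 °C.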
# HP1b chromo inh = inhibitors of HP1-beta chromodomain binding to methylated histone tails. AlphaScreen HP1-beta / biotin-H3K9me3 peptide binding. Potency, µM (highest dose often 114 µM), without a hit: at the highest dose activity change, negative = inhibition, most hits filed as inhibitors. 390,000 tested, 0.56% active; further: nearly all actives have a fitted effect of over 70% in size; inactives centre near 23
# Target sequence (P83916 whole entry, looked up): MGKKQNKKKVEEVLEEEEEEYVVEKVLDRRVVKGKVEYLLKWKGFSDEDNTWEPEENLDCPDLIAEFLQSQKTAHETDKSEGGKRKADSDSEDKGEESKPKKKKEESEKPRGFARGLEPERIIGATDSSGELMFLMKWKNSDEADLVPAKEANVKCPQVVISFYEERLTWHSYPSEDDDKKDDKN
#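 Compound inhibition of the preformed complex between 50 nM HP1-beta and 50 nM biotinylated H3K9me3 peptide was read by AlphaScreen. Buffer was PBS pH 7.4 with 0.01% Tween-20. Incubations ran 30 min at room temperature, with 10 ug/mL donor/acceptor beads.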
# ALOX12 inh = blocks human arachidonate 12S-lipoxygenase | P18054 | purified 12hLO, xylenol orange hydroperoxide absorbance | Potency, µM (top dose mostly 108 µM), for the others: at the highest dose activity change, negative = inhibition, usual class: inhibitors | 580,000 tested, 1.1% active | AID 1671190; further: on the % scale 0 is the no-effect control and ±100 the full control effect
#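 Hydroperoxide product was detected by ferrous iron/xylenol orange as the 573 to 405 nm absorbance ratio. Arachidonic acid at 40 uM (final) was turned over for 30 min at room temperature by 150 nM human 12hLO, pH 7.0 Hepes buffer, after 15 min compound preincubation.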
# GLS inh = glutaminase GLS (human) inhibition; O94925; GLS enzymatic activity, qHTS titration; Potency, µM (top dose mostly 45.5 µM), without a hit: top-dose activity change, negative = inhibition, most hits filed as inhibitors; 410,000 tested, 0.21% active; AID 624170; further: on the % scale 0 is the no-effect control and ±100 the full control effect
#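 hKGA; 45 mM KH2PO4 pH 8.2 + 0.02% Tween-20; cpd via pin tool; 1 mM Gln soln; GluOx/HRP/Amplex Red; RT 30 min; fluor. t0 & final.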
# TrxR1 inh = blocks rat thioredoxin reductase 1 | O89049 | recombinant rTrxR1, NADPH fluorescence consumption, selenite substrate | Potency, µM (doses to about 114 µM), for the others: top-dose activity change, negative = inhibition, usual class: inhibitors | 390,000 tested, 1% active | AID 588453; further: on the % scale 0 is the no-effect control and ±100 the full control effect; nearly all actives have a fitted effect of over 65% in size
#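 Rat TrxR1 (90 nM in the dispensed reagent) was pre-reduced with 400 uM NADPH for 5 min at room temperature, then incubated with compound for 15 min. After 400 uM selenite was added, NADPH fluorescence (Ex 340/Em 450 nm) was followed for 8 min.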
# An asterisk follows results filed as active; i = inactive; ? = inconclusive; / = not tested or not shown; & = joins results of further samples; [ ] = dose if it differs, or a comment. Unless noted, the call rests on the fitted dose curve; in most records, active means well fitted curve in the direction sought with a large enough effect; inconclusive means small, poorly fitted or top-dose-only effect, or another doubt; inactive means no such curve, though single readings can be large; an effect the other way counts as inactive or inconclusive. Potency means the concentration at half of the fitted maximal effect. This is a subset (hit frequency here may not be typical).
# Values run as follows: PGK inhibitor	ERG-DNA inh	JMJD2A Tudor	Pin1 inh	RGS4 inhibitor	HP1b chromo inh	ALOX12 inh	GLS inh	TrxR1 inh
CC(=O)N1c2ccc(S(=O)(=O)N3CCCC3C(=O)NCc3ccccc3Cl)cc2CC1C (stereo unspecified)
  -3%	6%	-11%	-9%	-7%	59%[activator]	?	2%	23%
O=C(CSC(=S)N1CCCCC1)Nc1ncc2c(n1)CC(c1ccco1)CC2=O (stereo unspecified)
  i	-21%	-12%	4%	-23%	20%	89%[activator]	-4%	-2%
COc1ccc(CSc2nc3ccccc3c(=O)n2CCCN2CCOCC2)cc1F
  -6%	-3%	-35%	5%	-15%	19%	1%	-7%	15%
O=C(Nc1ccc(N2CCCCC2)cc1)C(Cl)c1ccccc1 (stereo unspecified)
  9%	10%	-24%	-1%	-3%	0%	-30%	23%	-7%
COc1cc(NC(=O)C2CCN(S(=O)(=O)c3cccs3)CC2)cc(OC)c1
  -3%	-3%	-10%	1%	-3%	18%	?	7%	-13%
O=C(NCCc1ccc(Cl)cc1)c1cc(-c2ccccc2)n[nH]1
  8%	5%	8%	2%	?	41%[activator]	1%	12%	17%
COc1ccc(OC)c(CCNC(=O)c2ccc3c(c2)N(Cc2ccccc2)CCS3)c1
  -8%	6%&6%	?	2%&-3%	-34%&10%	-1%&6%	-20%&-13%	-4%&7%	23%&58%
O=C(c1cnn2c(C(F)(F)F)cc(-c3cccs3)nc12)N1CCN(C(c2ccccc2)c2ccccc2)CC1
  i	-1%	1%	43%[activator]	-25%	35%[activator]	0%	-3%	-14%
c1cncc(-c2cccnc2)c1
  1%	-4%	-14%[57.1 µM]	-2%	3%[11.4 µM]	37%	0%	-4%	14%
CCCCN(CCCC)CCCNC(=O)C1CC(c2cc(C(F)(F)F)cc(C(F)(F)F)c2)=NO1 (stereo unspecified)
  -9%	-12%	-25%	1%	2%	22%	-21%	9%	14%[57.1 µM]

# Remaining list, next part
# Values run as follows: PGK inhibitor	ERG-DNA inh	JMJD2A Tudor	Pin1 inh	RGS4 inhibitor	HP1b chromo inh	ALOX12 inh	GLS inh	TrxR1 inh
COc1ccc(CNC(=O)CN(C(=O)c2csnn2)c2cccc3ccccc23)cc1
  -4%	0%	-8%	2%	-17%	-7%	4%	2%	3%[57.1 µM]
Cc1ccc(C(=O)NCC(c2ccc(F)cc2)N2CCOCC2)s1 (stereo unspecified)
  -5%	3%	-6%	0%	-32%	23%	?	-8%	8%[57.1 µM]
CCCOc1ccc(C2c3c(oc4cc(C)c(C)cc4c3=O)C(=O)N2CCCN(C)C)cc1 (stereo unspecified)
  -3%	20%	-23%	2%	-5%	17%	179%[activator]	-2%	-12%[57.1 µM]
O=C(Cn1ncc2c(Cl)cccc21)NCc1cccc(Br)c1
  -1%	0%	2%	0%	-3%	26%	-27%	-5%	4%
CCOc1ccc(N2C(=O)S/C(=C\c3cc(OC)c(OC)c(OC)c3)C2=O)cc1
  -3%	13%	-6%	4%	10%	40%[activator]	?	0%	15%
CC(=O)Nc1cccc(NC(=O)CSc2nc3c(=O)n(C)c(=O)n(C)c3n2C)c1
  0%	13%	-25%	-12%	20%	8%	2%	4%	-3%
Cc1noc(C)c1S(=O)(=O)N(C)C[C@H]1Oc2c(NC(=O)Nc3ccccc3)cccc2C(=O)N([C@H](C)CO)C[C@@H]1C
  1%	-8%	-28%	-1%	-6%	34%	3%	2%	9%
O=C(Nc1nnc(-c2cc(Cl)ccc2Cl)o1)c1ccco1
  -5%	-11%	-13%	-5%	3%	61%[activator]	10%	?	-8%[57.1 µM]
Cc1ccc(NC(=O)N2CCCc3ccccc32)cc1C
  -6%	-8%	8%	-6%	-21%	57%[activator]	i	-6%	8%
Cc1cccc(NC(=O)CNC(=O)c2cccc(-n3cccc3)c2)c1C
  ?	5%	14µM*	-7%	-36%	?	?	-30%	-7%

# (next part)
# Values run as follows: PGK inhibitor	ERG-DNA inh	JMJD2A Tudor	Pin1 inh	RGS4 inhibitor	HP1b chromo inh	ALOX12 inh	GLS inh	TrxR1 inh
Nn1c(SCc2cn3ccccc3n2)nnc1-c1ccncc1
  2%	0%	-9%	-1%	6%	25%	-1%	1%	-2%[57.1 µM]
Cc1ccc2c(C)c(C(=O)N(Cc3cccs3)C3CCS(=O)(=O)C3)oc2c1 (stereo unspecified)
  0%	-10%	-21%	0%	32%	12%	0%	4%	-6%
CCOC(=O)N1CCN(C(=O)c2cccc(NS(=O)(=O)c3ccc(F)c(F)c3)c2)CC1
  7%	1%	-2%	-2%	-20%	22%	-16%	1%	-11%
CCOc1ccc(N2CC(NC(=O)c3cc4ccccc4o3)CC2=O)cc1 (stereo unspecified)
  i	1%	-10%	-5%	1%	53%	-1%	5%	-11%[57.1 µM]
Cc1ccc(S(=O)(=O)N(CCC(=O)O)Cc2ccc(Cl)cc2)cc1
  -1%	/	-7%	3%	-3%	28%	3%[57.4 µM]	17%	20%
COc1ccccc1CNC(=O)CSc1ccc(-c2ccccn2)nn1
  -1%	0%	32µM*	-1%	0%	23%	8%	-8%	36%
O=C1C(Cl)=C(N2CCCCCC2)C(=O)N1c1ccccc1Cl
  i	0%	70%[activator]	-3%	-7%	127%[activator]	?	1%	23%
COc1ccc(OC)c(S(=O)(=O)N2CCCC(C(=O)N3CCCC3)C2)c1 (stereo unspecified)
  1%	-1%	-21%	-3%	-2%	15%	1%	4%	-17%
CCN(c1ccccc1)S(=O)(=O)c1ccc(C(=O)Nc2ccccc2OC)cc1
  4%	-2%	-7%	6%	2%	10%	-33%	12%	-12%
Cc1cc(C)c2c(N)c(C(=O)Nc3nccs3)sc2n1
  -4%	5%	19%	?	?	129%[activator]	0%	-5%	4%

# Laid out differently: entries from further up.
PGK inhibitor	ERG-DNA inh	JMJD2A Tudor	Pin1 inh	RGS4 inhibitor	HP1b chromo inh	ALOX12 inh	GLS inh	TrxR1 inh	structure
2%	0%	-9%	-1%	6%	25%	-1%	1%	-2%[57.1 µM]	Nn1c(SCc2cn3ccccc3n2)nnc1-c1ccncc1
0%	-10%	-21%	0%	32%	12%	0%	4%	-6%	Cc1ccc2c(C)c(C(=O)N(Cc3cccs3)C3CCS(=O)(=O)C3)oc2c1 (stereo unspecified)
7%	1%	-2%	-2%	-20%	22%	-16%	1%	-11%	CCOC(=O)N1CCN(C(=O)c2cccc(NS(=O)(=O)c3ccc(F)c(F)c3)c2)CC1
i	1%	-10%	-5%	1%	53%	-1%	5%	-11%[57.1 µM]	CCOc1ccc(N2CC(NC(=O)c3cc4ccccc4o3)CC2=O)cc1 (stereo unspecified)
-1%	/	-7%	3%	-3%	28%	3%[57.4 µM]	17%	20%	Cc1ccc(S(=O)(=O)N(CCC(=O)O)Cc2ccc(Cl)cc2)cc1
-1%	0%	32µM*	-1%	0%	23%	8%	-8%	36%	COc1ccccc1CNC(=O)CSc1ccc(-c2ccccn2)nn1
i	0%	70%[activator]	-3%	-7%	127%[activator]	?	1%	23%	O=C1C(Cl)=C(N2CCCCCC2)C(=O)N1c1ccccc1Cl
1%	-1%	-21%	-3%	-2%	15%	1%	4%	-17%	COc1ccc(OC)c(S(=O)(=O)N2CCCC(C(=O)N3CCCC3)C2)c1 (stereo unspecified)

# Additional entries follow:
structure | PGK inhibitor | ERG-DNA inh | JMJD2A Tudor | Pin1 inh | RGS4 inhibitor | HP1b chromo inh | ALOX12 inh | GLS inh | TrxR1 inh
CC(C)NC(=O)NNc1c(Cl)cncc1Cl | 8% | -7% | -6% | 5% | 24% | 38% | 0% | 17% | 4%
CCCCC(=O)NC(=S)Nc1ccccc1C(=O)Nc1ccccc1 | -4% | -6% | -9% | 4% | 9% | 13% | 9% | 10% | 9%
Nc1ncnc2c1ncn2CCN1CCOCC1 | -4% | 15% | 8% | 4% | -12% | 31% | 9% | 5% | 17%[57.1 µM]
CCCn1nnc(NC(=O)c2cc3ccccc3o2)n1 | / | / | -7% | -7% | 35% | 7% | -12% | 1% | 16%
CC(O)c1nc2ccccc2n1C(C)c1ccccc1 (stereo unspecified) | 0% | 25% | -25% | -2% | 6% | 21% | -5% | 1% | 20%
COc1ccc(COC(=O)CCS(=O)(=O)c2ccc(C)cc2)cc1F | -4% | / | 7% | 5% | -8% | 46% | -3% | 1% | 14%
O=C(O)CN1C(=O)C2C3CC(C2C1=O)C1C(c2ccc(F)cc2)c2sc(=O)[nH]c2SC31 (stereo unspecified) | -2% | -1% | -13% | ? | -22% | 14% | -20% | -4% | -9%
O=C(NCc1cccnc1)NC(C(F)(F)F)C(F)(F)F | -5% | 0% | 3% | 2% | 18% | 43%[activator] | 1% | -3% | 4%
CCn1ncc(Br)c1C(=O)N(C)C12CC3CC(CC(C3)C1)C2 | -2% | -2% | 19% | 2% | -10% | 49%[activator] | 332%[activator] | 0% | -4%

# Screens from PubChem BioAssay.
